# VHR inh abs: blocks human VHR1 dual specificity phosphatase. P51452. recombinant VHR phosphatase, pNPP absorbance. inhibition, % at 13.3 µM. 290,000 compounds, 0.52% hits. AID 1654; in the data active = inhibition above about 50%; note: some compounds called inactive have numbers as strong as hits
# Target sequence (P51452 whole entry, looked up): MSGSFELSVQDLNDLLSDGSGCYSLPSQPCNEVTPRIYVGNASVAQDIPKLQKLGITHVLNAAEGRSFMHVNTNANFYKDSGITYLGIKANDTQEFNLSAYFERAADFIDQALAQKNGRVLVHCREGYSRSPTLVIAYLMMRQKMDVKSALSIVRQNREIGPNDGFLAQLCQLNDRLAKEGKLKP
# Rv3671c inh: inhibitors of M. tuberculosis serine protease Rv3671c | P9WHR9 | 320,000 compounds, 0.048% hits | inhibition, % at 5.96 µM; in the data active = inhibition above about 38%;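 note: extracellular domain of Rv3671c used as enzyme; 0% = enzyme with DMSO and 100% = no enzyme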
# Target sequence (P9WHR9 whole entry, looked up, the tested form may be a part): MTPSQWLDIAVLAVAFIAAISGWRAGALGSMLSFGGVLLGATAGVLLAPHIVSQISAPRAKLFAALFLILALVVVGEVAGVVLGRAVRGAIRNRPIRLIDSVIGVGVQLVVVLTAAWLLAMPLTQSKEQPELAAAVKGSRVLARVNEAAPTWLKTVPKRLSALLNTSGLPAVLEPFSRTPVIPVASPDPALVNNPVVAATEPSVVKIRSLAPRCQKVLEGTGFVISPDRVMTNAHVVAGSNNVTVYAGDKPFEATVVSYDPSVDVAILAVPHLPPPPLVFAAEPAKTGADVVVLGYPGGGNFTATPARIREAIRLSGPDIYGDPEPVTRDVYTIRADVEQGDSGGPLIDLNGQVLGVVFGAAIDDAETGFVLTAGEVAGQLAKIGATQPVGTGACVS
# BoNT F protease: BoNT F light chain protease inhibition; 360,000 compounds, 0.22% hits; inhibition, % at 10 µM; Multiplex microsphere protease cleavage assay, flow cytometry; in the data active = inhibition above about 35%, passing the limit was not always enough; inconclusive = no clear call, values can overlap the other calls; note: plate controls were buffer without enzyme for full effect and enzyme alone for no effect
# Anthrax LF prot: anthrax lethal factor protease inhibition | inhibition, % at 10 µM | 360,000 compounds, 0.12% hits | multiplex microsphere protease cleavage assay, LF | P15917 | AID 588501; note: plate controls were buffer without enzyme for full effect and enzyme alone for no effect
# MazEF act: MazEF (E. coli) toxin RNase activation | P0AE70 | FAM/BHQ RNA-DNA oligo cleavage fluorescence, 5 h | activation, % at 20 µM | 350,000 compounds, 0.32% hits | AID 504720; in the data active = activation above about 50%
# Target sequence (P0AE70 whole entry, looked up): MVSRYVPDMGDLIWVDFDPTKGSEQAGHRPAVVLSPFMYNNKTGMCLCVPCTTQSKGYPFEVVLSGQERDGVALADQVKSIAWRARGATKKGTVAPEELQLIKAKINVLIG
# PrPC surface inh: cell surface PrPC inhibition, primary TR-FRET screen; P04156; TR-FRET read-out; inhibition, % at 13.8 µM; 370,000 compounds, 0.43% hits; AID 720596; in the data active = inhibition above about 24%; note: 0% = median of the test wells and 100% = reference compound wells
# CCHFV vOTU inh: blocks the CCHF virus ovarian tumor domain protease. CCHFV vOTU protease, Pep-AMC fluorescence. inhibition, % at 11.5 µM. 370,000 compounds, 0.55% hits; in the data active = inhibition above about 30%; note: 0% = vehicle wells with enzyme and 100% = no enzyme wells
# BoNT-A LC inh2: blocks Botulinum neurotoxin A light chain protease; multiplex microsphere protease substrate cleavage, flow cytometry; 360,000 compounds, 0.17% hits; inhibition, % at 10 µM; AID 588499; note: plate controls were buffer without enzyme for full effect and enzyme alone for no effect
# 3CLpro inhibitor: SARS-CoV 3CLpro protease inhibition. P0C6X7. recombinant SARS-CoV 3CLpro, quenched FRET peptide cleavage. inhibition, % at 6 µM. 290,000 compounds, 0.14% hits; in the data active = inhibition above about 12%
# SSB-PriA inh: inhibitors of Klebsiella pneumoniae PriA binding to SSB C-terminal tail; AlphaScreen SSBct-PriA binding, biotinylated peptide; inhibition, % at 33 µM; 430,000 compounds, 0.6% hits; AID 1272365; in the data active = inhibition mostly above about 37%, no sharp cut-off; inactive = mostly below about 20%;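 note: plate controls were negative control peptide for no effect and reference peptide for full effect; strong numbers were not always called active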
# Numbers without * were called inactive; i = inactive; ? = inconclusive; · = no result given. Cut-off read from the data, not from the text of the source, unless noted: active = inhibition above about 30%; inconclusive = no clear call, values can overlap the other calls; inactive = below that.
1. OCC1OC(n2ccc3c(SCc4ccccc4)ncnc32)C(O)C1O (centres undefined)
2. COC(=O)c1c(C(=O)OC)c(-c2cccc(Cl)c2)n2c1CS(=O)(=O)C2
3. CCCCSc1nnc(-c2cc(Br)ccc2N)c(=O)[nH]1
4. COc1ccc(N(C(=O)c2ccco2)C(C(=O)NC2CCCC2)c2ccncc2)cc1 (centres undefined)
5. O=C(OCc1nnc(-c2ccccc2)o1)c1ccc2c(c1)OCO2
6. CCOC(=O)C1(C)CCN1C(=O)c1cc(OC)c(OC)c(OC)c1 (centres undefined)
7. Cc1cccc(CNCCc2ccccc2)n1
8. CCOC(=O)c1ccc(Nc2nc(=O)c3cccnc3s2)cc1
9. CC(=O)Nc1cc(C(=O)N2CCc3ccccc3C2)ccc1Sc1ccc(Cl)cc1
10. CC(Oc1ccc(-c2ccccc2)c(F)c1)c1ccn(S(=O)(=O)c2ccc(F)cc2)n1 (centres undefined)

assay / entry	1	2	3	4	5	6	7	8	9	10
VHR inh abs	·	-2	6	41	0	·	-5	14	17	26
Rv3671c inh	·	-2	-6	11	-6	·	1	9	-12	-13
BoNT F protease	-3	14	1	5	-17	-3	4	9	-2	1
Anthrax LF prot	-4	-15	-3	2	-5	-2	-4	-1	-2	-1
MazEF act	12	-9	-3	8	1	·	4	-3	2	6
PrPC surface inh	-3	-4	-1	-1	-1	4	1	2	1	9
CCHFV vOTU inh	7	-6	20	14	4	5	-8	-11	0	9
BoNT-A LC inh2	-0.2	0.2	?	0.4	-1.7	-0.1	-0.6	0.3	-0.6	0.5
3CLpro inhibitor	·	1	1	1	3	·	1	-2	4	-8
SSB-PriA inh	-9	-10	6	-8	-12	·	-13	-6	8	-15

# Molecules listed so far with a halogen:
2. COC(=O)c1c(C(=O)OC)c(-c2cccc(Cl)c2)n2c1CS(=O)(=O)C2
3. CCCCSc1nnc(-c2cc(Br)ccc2N)c(=O)[nH]1
9. CC(=O)Nc1cc(C(=O)N2CCc3ccccc3C2)ccc1Sc1ccc(Cl)cc1
10. CC(Oc1ccc(-c2ccccc2)c(F)c1)c1ccn(S(=O)(=O)c2ccc(F)cc2)n1 (centres undefined)

assay / entry	2	3	9	10
VHR inh abs	-2	6	17	26
Rv3671c inh	-2	-6	-12	-13
BoNT F protease	14	1	-2	1
Anthrax LF prot	-15	-3	-2	-1
MazEF act	-9	-3	2	6
PrPC surface inh	-4	-1	1	9
CCHFV vOTU inh	-6	20	0	9
BoNT-A LC inh2	0.2	?	-0.6	0.5
3CLpro inhibitor	1	1	4	-8
SSB-PriA inh	-10	6	8	-15

# (further entries)
11. CC1CCCC(NC(=O)CCNC(=O)c2ccc([N+](=O)[O-])cc2)C1C (centres undefined)
12. CCNc1nc(NC(C)(C)C)nc(N(C#N)CC)n1
13. CCn1cc(C(=O)O)c(=O)c2cc(F)c(N3CCN(C(=S)NC(=O)c4ccccc4Br)CC3)cc21
14. O=S(=O)(c1ccc2oc3ccccc3c2c1)N1CCCC1
15. C=CCSc1nc2ccsc2c(=O)n1-c1ccccc1
16. COc1ccc(CC(CC(=O)O)C(=O)Nc2ccccc2)cc1 (centres undefined)
17. CCCCc1nc(SCCOC)c2c(=O)n(C)c(=O)n(C)c2n1
18. CCOC(=O)C1C(c2ccc(O)c(OCC)c2)NC(=S)NC1(O)C(F)(F)F (centres undefined)
19. CC12CCC(C/C1=N\OC(=O)c1c(F)cccc1F)C2(C)C (centres undefined)
20. CSc1nc(-c2ccccc2)[nH]c(=S)c1C(C)=O

assay / entry	11	12	13	14	15	16	17	18	19	20
VHR inh abs	22	20	26	33	13	6	22	-13	-3	19
Rv3671c inh	8	1	-5	-10	-4	5	8	-3	-1	-3
BoNT F protease	8	9	-12	8	-8	-6	-2	-1	8	3
Anthrax LF prot	-4	?	2	2	-2	-7	-3	-1	13	-2
MazEF act	-9	4	3	-1	2	7	-1	1	2	10
PrPC surface inh	-10	12	5	-1	-18	2	-7	5	-2	1
CCHFV vOTU inh	5	3	-13	11	-6	-2	2	4	4	2
BoNT-A LC inh2	-3.3	?	0.9	-0.5	-1.2	-1.1	-0.3	-0.2	0.3	-0.4
3CLpro inhibitor	-1	6	1	-2	10	4	3	-4	-2	0
SSB-PriA inh	7	-16	-12	-24	-5	-12	-14	1	·	-6

21. Cc1cc(C)n(CC(O)Cn2c3ccccc3c3ccccc32)n1 (centres undefined)
22. CC(C)NC(=O)CN1CCN(C(=O)CCl)CC1
23. Cc1cc2oc3ccc(NCCCN4CCOCC4)cc3c(=O)c2cc1C
24. Cc1ccccc1OCC(=O)NCCC1=CCCCC1
25. Cc1n[nH]c(=S)n(/N=C/c2ccccn2)c1=O
26. COC(=O)c1ccc(CN2CCc3ccc(NC(=O)c4ccncc4)cc3C2)cc1
27. CCOC(=O)N1CCC(N2Cc3cccc(C(=O)N4CCN(C5CCCCC5)CC4)c3C2=O)CC1
28. CCC(c1nnc(SCC(=O)N(C)c2ccccc2)n1Cc1ccccc1)N(C)C (centres undefined)
29. Cc1cc(NC(=O)c2cc(S(=O)(=O)N3CCCCC3)ccc2C)n(-c2ccccn2)n1
30. COc1ccc(CN(C#N)c2nc(SC)nc(N(C)C)n2)cc1

assay / entry	21	22	23	24	25	26	27	28	29	30
VHR inh abs	36	18	·	33	15	16	-4	14	3	25
Rv3671c inh	-2	12	10	1	2	-1	0	7	-4	-9
BoNT F protease	3	6	2	1	-7	-6	-1	13	28	-2
Anthrax LF prot	-4	-8	-4	-1	-5	1	-1	0	2	-2
MazEF act	-7	8	2	0	7	-2	8	0	-4	-2
PrPC surface inh	0	6	1	-3	5	7	-4	-5	2	3
CCHFV vOTU inh	0	2	-16	16	8	0	-7	-4	4	3
BoNT-A LC inh2	0.7	-0.9	0.2	0.8	0.5	0.7	0.0	2.3	0.6	0.6
3CLpro inhibitor	2	5	·	-1	7	-5	1	-1	4	0
SSB-PriA inh	-2	-3	-14	-37	·	-4	-6	1	-13	-11

# Exported with values under each structure: entries from further up.
# Results follow in this order: VHR inh abs	Rv3671c inh	BoNT F protease	Anthrax LF prot	MazEF act	PrPC surface inh	CCHFV vOTU inh	BoNT-A LC inh2	3CLpro inhibitor	SSB-PriA inh
25. Cc1n[nH]c(=S)n(/N=C/c2ccccn2)c1=O
→ 15	2	-7	-5	7	5	8	0.5	7	·
23. Cc1cc2oc3ccc(NCCCN4CCOCC4)cc3c(=O)c2cc1C
→ ·	10	2	-4	2	1	-16	0.2	·	-14

# The listing picks up, starting 4 compounds before the break.
27. CCOC(=O)N1CCC(N2Cc3cccc(C(=O)N4CCN(C5CCCCC5)CC4)c3C2=O)CC1
28. CCC(c1nnc(SCC(=O)N(C)c2ccccc2)n1Cc1ccccc1)N(C)C (centres undefined)
29. Cc1cc(NC(=O)c2cc(S(=O)(=O)N3CCCCC3)ccc2C)n(-c2ccccn2)n1
30. COc1ccc(CN(C#N)c2nc(SC)nc(N(C)C)n2)cc1
31. O=C(NCCc1ccccc1)c1ccccc1Cl
32. Cc1cc(C(=O)Nc2ccccc2[N+](=O)[O-])cs1
33. O=C(OCCN1C(=O)c2ccccc2C1=O)Oc1ccccc1
34. Cc1[nH]n(-c2ccc(Br)cc2)c(=O)c1C=Nc1ccc(S(=O)(=O)Nc2nccs2)cc1
35. CC(=O)NCC(=O)N(Cc1ccco1)C1(C(=O)NC2CCCC2)CCCCC1
36. Cc1cc2nnc(SCC(=O)N3CCCCCC3)n2c(N)n1
37. Cc1ccc(OCC(=O)NNC(=S)NC(=O)C2CCCCC2)c(C)c1
38. Cc1ccc(NC(=O)CSc2n[nH]c(=O)n2C2CC2)cc1S(=O)(=O)N1CCOCC1
39. CCC/C(O)=C1\C(=O)CC(C)(C)CC1=Nc1ccccc1O
40. CC(C)NP(=O)(NC(C)C)OP(=O)(NC(C)C)NC(C)C

assay / entry	27	28	29	30	31	32	33	34	35	36	37	38	39	40
VHR inh abs	-4	14	3	25	-16	10	10	4	21	-4	24	-7	10	·
Rv3671c inh	0	7	-4	-9	1	-6	6	-5	0	-8	1	-5	-1	4
BoNT F protease	-1	13	28	-2	-11	-6	2	-2	-12	-1	2	1	-2	0
Anthrax LF prot	-1	0	2	-2	-13	-3	2	-4	-8	-1	-3	-1	-9	0
MazEF act	8	0	-4	-2	5	-4	5	0	-2	-6	-2	1	2	-3
PrPC surface inh	-4	-5	2	3	-8	-23	-3	1	-6	-3	·	7	-1	-1
CCHFV vOTU inh	-7	-4	4	3	13	-2	17	5	-8	-8	·	5	-3	-4
BoNT-A LC inh2	0.0	2.3	0.6	0.6	-0.9	-5.3	-0.3	-1.3	-0.9	-0.4	0.7	0.5	-0.2	-0.7
3CLpro inhibitor	1	-1	4	0	-6	-2	6	0	3	1	1	7	-1	·
SSB-PriA inh	-6	1	-13	-11	-2	17	-14	-3	-6	-8	-22	-4	·	-8

41. CSc1nc2ccc(NS(=O)(=O)c3ccc(Br)s3)cc2s1
42. Cc1ccc(/C=N/NC(=O)C(C)Oc2cccc3ccccc23)o1 (centres undefined)
43. Cc1ccc(N(CC(O)CN2C(=O)NC(C)(C)C2=O)S(=O)(=O)c2ccc(C)cc2)cc1 (centres undefined)
44. NCCCC[C@H]1CN=C(N)N1CCC12CC3CC(CC(C3)C1)C2
45. COc1ccc(-c2nn(-c3ccccc3)cc2/C=N/Nc2ccc(Cl)c(C(=O)O)c2)cc1OC
46. COc1cccc(CN2CCC2(C)C(=O)Nc2ccc3c(c2)CCN3C(C)=O)c1F (centres undefined)
47. CCOC(=O)c1ccc(N=c2sc(C(=O)OC)cc(=O)n2Cc2ccco2)cc1
48. COc1ccc(-n2c(Cc3cc(=O)[nH]c(=O)[nH]3)nnc2SCC(=O)Nc2cc(C(F)(F)F)ccc2Cl)cc1
49. COC(=O)c1sc2[nH]c(=S)n(N)c(=O)c2c1C

assay / entry	41	42	43	44	45	46	47	48	49
VHR inh abs	18	40	-15	26	-6	·	12	20	2
Rv3671c inh	2	1	-1	6	-6	·	-9	-1	·
BoNT F protease	-1	-10	-6	-18	-2	5	-16	-5	4
Anthrax LF prot	-5	-6	-3	4	-9	1	-6	-3	-4
MazEF act	3	-3	-4	6	-8	·	7	4	2
PrPC surface inh	-4	2	-13	6	4	-9	8	3	·
CCHFV vOTU inh	-3	3	-2	4	0	-2	6	5	·
BoNT-A LC inh2	-0.9	-0.8	1.2	-1.0	-0.5	-0.6	-2.1	-1.4	0.1
3CLpro inhibitor	1	-1	-4	·	4	·	0	-1	2
SSB-PriA inh	0	·	-8	3	i	·	2	2	-7

# Assay outcomes: PubChem, several laboratories

# Some of the compounds tested. The share of hits here may be higher or lower than overall.
